# p53 reactivator: qHTS assay for re-activators of p53 using a Luc reporter. hit rate 0.063% among 320,000. Potency, µM (highest dose often 92.2 µM), inactives show at the top dose activity change, positive = activation, usual class: activators. H1299 p53-A138V BP100-luciferase reporter, luminescence, 24 h. AID 504706, 2011; further: potency means the concentration at half of the fitted maximal effect; % of control where 0% means no effect; nearly all actives have a fitted effect of over 45% in size
#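 H1299 (p53-null), stable ts p53-A138V + BP100-Luc; 1000 cells/well, Opti-MEM/10% FBS; cpd 4 pt, 1:5; 24 h, 37 deg C, 5% CO2; detection reagent 10 min RT; luminescence.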
# Tb PFK inh: qHTS Assay to Find Inhibitors of T. brucei phosphofructokinase; Potency, µM (highest dose often 57.5 µM), inactives show top-dose activity, negative = inhibition, most hits filed as inhibitors; AID 485367, 2010; T. brucei PFK, ADP-Glo luminescence; hit rate 0.17% among 330,000;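 further: potency means the concentration at half of the fitted maximal effect; 0% = uninhibited 1x PFK enzyme wells and -100% = no-enzyme wells; nearly all actives have a fitted effect of over 60% in size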
#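 Compounds were pin-transferred as a titration series up to 57 uM into substrate buffer (0.5 mM F6P, 0.1 mM ATP, pH 8.0), then 1.25 nM PFK was added and reactions ran 45 min before ADP-Glo detection.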
# ELG1 genotoxic: qHTS screen for small molecules that induce genotoxicity in human embryonic kidney (HEK293T) cells expressing luciferase-tagged ELG1 | AID 504466, 2011 | hit rate 1.3% among 330,000 | HEK293T ELG1-luciferase reporter, luminescence, 16 h | Potency, µM (series often up to 46 µM), inactives show at the highest dose activity change, positive = activation, hits mostly activators; further: potency means the concentration at half of the fitted maximal effect; % of control where 0% means no effect; nearly all actives have a fitted effect of over 60% in size
#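 Genotoxic stress is detected as increased luminescence from luciferase-tagged ELG1 in HEK293T cells, measured with ONE-Glo after a 16 hr treatment at 37 °C.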
# Gal4-VP16 FLuc: VP16 counterscreen qHTS for inhibitors of ROR gamma transcriptional activity; Drosophila S2 Gal4-VP16 UAS-luciferase, luminescence, 20 h; Potency, µM (series often up to 53.6 µM), inactives show at the highest dose activity, negative = inhibition, hits mostly inhibitors; hit rate 3.5% among 310,000;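 further: Gal4-VP16 expression switched on by copper sulfate through the metallothionein promoter; potency means the concentration at half of the fitted maximal effect; on the % scale 0 is the no-effect control and ±100 the full control effect; nearly all actives have a fitted effect of over 50% in size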
# FLuc modulator: qHTS profiling assay for firefly luciferase inhibitor/activator using purifed enzyme and Km concentrations of substrates (counterscreen for miR-21 project) | Potency, µM (top dose mostly 57.5 µM), for inactives: at the top dose activity change, negative = inhibition, hits mostly inhibitors | purified FLuc, Km substrates, luminescence inhibition | hit rate 6.9% among 360,000;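 further: potency means the concentration at half of the fitted maximal effect; plate controls were vehicle for no effect and reference inhibitor for full effect; nearly all actives have a fitted effect of over 55% in size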
#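 Purified P. pyralis luciferase (10nM final) with 10uM D-luciferin and 10uM ATP (Km levels) in 50mM Tris acetate pH 7.5, 10mM Mg acetate, 0.01% Tween-20, 0.05% BSA; qHTS 6-point titration, ~60 µM downward; luminescence read.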
# ELG1 DNA repair: qHTS screen for small molecules that inhibit ELG1-dependent DNA repair in human embryonic kidney (HEK293T) cells expressing luciferase-tagged ELG1 | HEK293T ELG1-luciferase reporter, luminescence, 16 h; DNA damage induced by 5-fluorouridine | Potency, µM (series often up to 46.1 µM), without a hit: at the highest dose activity change, negative = inhibition, most hits filed as inhibitors | hit rate 2.3% among 330,000 | AID 504467, 2011; further: potency means the concentration at half of the fitted maximal effect; on the % scale 0 is the no-effect control and ±100 the full control effect; nearly all actives have a fitted effect of over 55% in size
#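 Quantitative HTS, concentration-response format. 2,000 cells/well co-treated with 5-fluorouridine and compound, 16 hr in 5% CO2 at 37 °C; ONE-Glo luminescence read after 30 min.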
# Rab9 promoter act: qHTS Assay for Rab9 Promoter Activators; Potency, µM (top dose mostly 9.22 µM), for the others: at the highest dose activation, negative = inhibition, most hits filed as activators; Huh7 Rab9 promoter-luciferase reporter, luminescence, 24 h; hit rate 2.8% among 320,000; further: potency means the concentration at half of the fitted maximal effect; % of control where 0% means no effect; nearly all actives have a fitted effect of over 60% in size
#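 Luminescence read-out: Huh7 cells stably expressing Rab9-luciferase, treated 24 h with compound at 37 °C, then lysed with luciferase reagent for 10 min at ambient before reading.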
# NPC1 promoter act: qHTS Assay for NPC1 Promoter Activators. Huh7 NPC1 promoter luciferase reporter, 24 h. Potency, µM (doses to about 9.22 µM), without a hit: at the highest dose activation, most hits filed as activators. hit rate 2.4% among 320,000. AID 485313, 2010;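 further: potency means the concentration at half of the fitted maximal effect; % of control where 0% means no effect; nearly all actives have a fitted effect of over 60% in size; reporter is driven by a mutant NPC1 promoter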
#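 Readout is luciferase luminescence, reflecting NPC1 promoter activation in stably transfected Huh7 cells after 24 h compound exposure at 37 °C in reduced-serum medium with 10% FBS.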
# BRCA1 expr up: qHTS Assay to Identify Small Molecule Activators of BRCA1 Expression; hit rate 1.1% among 380,000; AID 624202, 2012; Potency, µM (doses to about 46.1 µM), for inactives: at the highest dose activation, actives largely listed as activators; MCF7-BRCA1-FFLuc reporter, luminescence, 48 h; response scale: scaled: vehicle 0%, 10 µM genistein 100%; further: potency means the concentration at half of the fitted maximal effect; nearly all actives have a fitted effect of over 80% in size; some results filed as inactive show a strong effect at the top dose
#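 Activators of BRCA1 expression were detected as increased firefly luciferase luminescence in engineered MCF7 cells after 48 h compound incubation. Signals were scaled to genistein 10 microM as full activation.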
# RORgamma inh: qHTS for inhibitors of ROR gamma transcriptional activity | hit rate 5.4% among 310,000 | Potency, µM (top dose mostly 53.6 µM), inactives show at the highest dose activity change, negative = inhibition, hits mostly inhibitors | Drosophila S2 Gal4-RORgamma UAS-luciferase reporter, 20 h | AID 2551, 2010; further: potency means the concentration at half of the fitted maximal effect; on the % scale 0 is the no-effect control and ±100 the full control effect; nearly all actives have a fitted effect of over 60% in size
#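 Luminescence from a UAS-regulated Photinus luciferase reporter in stably transfected Drosophila Schneider cells is measured; decreased signal marks ROR gamma inhibition. Fusion expression is induced by 700 uM copper sulfate for 20 hr.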
# TRPV1 ag: HTS Assay for Compounds that Act as Agonists of the Vanilloid Receptor 1. Transient receptor potential cation channel subfamily V member 1 (Homo sapiens), Q8NER1. TRPV1-expressing cells, Fluo-8 calcium influx, agonist mode. activation, % at 8.33 µM. hit rate 0.19% among 320,000. AID 540275, 2011; in the data active means activation above about 80%; inconclusive means between about 30% and that limit; further: 0% is about no effect
# Target sequence (Q8NER1 whole entry, looked up): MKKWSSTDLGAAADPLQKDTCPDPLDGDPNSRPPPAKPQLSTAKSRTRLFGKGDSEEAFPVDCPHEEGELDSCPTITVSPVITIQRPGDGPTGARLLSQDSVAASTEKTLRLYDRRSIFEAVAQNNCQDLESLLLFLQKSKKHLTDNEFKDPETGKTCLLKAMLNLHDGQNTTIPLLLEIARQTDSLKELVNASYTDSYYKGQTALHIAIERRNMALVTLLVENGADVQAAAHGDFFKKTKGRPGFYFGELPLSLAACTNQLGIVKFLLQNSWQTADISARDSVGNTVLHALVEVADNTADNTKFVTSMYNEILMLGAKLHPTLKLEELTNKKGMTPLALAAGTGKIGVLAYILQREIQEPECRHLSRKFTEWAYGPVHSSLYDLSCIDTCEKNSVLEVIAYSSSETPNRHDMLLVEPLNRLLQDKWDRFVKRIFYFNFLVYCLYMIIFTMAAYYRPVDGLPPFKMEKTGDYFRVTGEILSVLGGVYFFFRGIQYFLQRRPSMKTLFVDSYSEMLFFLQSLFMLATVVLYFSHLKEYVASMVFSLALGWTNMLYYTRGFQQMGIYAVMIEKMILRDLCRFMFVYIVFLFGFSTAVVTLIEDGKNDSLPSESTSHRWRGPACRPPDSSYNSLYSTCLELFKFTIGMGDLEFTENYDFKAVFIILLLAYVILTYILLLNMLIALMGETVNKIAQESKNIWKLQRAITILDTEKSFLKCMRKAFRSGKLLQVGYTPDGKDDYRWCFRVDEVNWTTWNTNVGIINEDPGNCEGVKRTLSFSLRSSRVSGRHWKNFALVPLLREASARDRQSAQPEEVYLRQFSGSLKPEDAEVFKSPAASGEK
#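 Fluo-8 calcium influx in TRPV1-expressing cells, kinetic read (ex 480/em 520 nm). Compound added and read 3 min for agonist activity, followed by capsaicin at EC20 final and 2 min further read for enhancement.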
# * hit, by the source's call; ? = inconclusive; · = no result given; [ ] = dose if it differs, or a comment. Unless noted, the call rests on the fitted dose curve; in most records, active means well fitted curve in the direction sought with a large enough effect; inconclusive means small, poorly fitted or top-dose-only effect, or another doubt; inactive means no such curve, though single readings can be large; an effect the other way counts as inactive or inconclusive. No enrichment for hits, and some 15% of all compounds hit somewhere here.
SMILES,p53 reactivator,Tb PFK inh,ELG1 genotoxic,Gal4-VP16 FLuc,FLuc modulator,ELG1 DNA repair,Rab9 promoter act,NPC1 promoter act,BRCA1 expr up,RORgamma inh,TRPV1 ag
CCCCCCC(C)OC(=O)Nc1cccc2ccccc12 (configuration not stated),4%,-5%,1%,-3%,-10%,?,-2%,0%,-6%,-4%,3
Cc1cc(C)n2nc(SCC3COc4ccccc4O3)nc2n1 (configuration not stated),?,3%,17%,-5%,?,?,?,25%,58%,9%,-2
Cc1ccnn1CC(=O)N/N=C/c1ccc2c(c1)OCO2,22%,-4%,0%,1%,?,21%,3%,14%,25%,25%,-3
CCOCCCNC(=S)N1CCN(c2nc(-c3ccccc3)cs2)CC1,-17%,4%,-8%,?,-13%,?,-4%,-6%,-14%,?,15
CSc1ccc(S(=O)(=O)NCC(=O)OC2CCOC2=O)cc1[N+](=O)[O-] (configuration not stated),2%,-10%,-1%,·,-2%,6%,-8%,0%,-28%,·,-3
CCc1cc(C(=O)Nc2ccccc2)cs1,?,-11%,?,-19%,-17%[2.3 µM],?,2.2µM*,-9%,2%,34%,?
NC(=O)c1ccccc1NC(=O)/C=C/C(=O)O,6%,5%,2%,1%,6%,9%,1%,-2%,17%,28%,-2
COc1ccc(-c2nnn(Cc3nc(N)nc(N4CCOCC4)n3)n2)cc1OC,-3%,4%,2%,-1%,4%,?,1%,-1%,-10%,2%,2
O=C(c1ccc(F)cc1)C(C(=O)N1CCCCC1)n1ccccc1=O (configuration not stated),1%,6%,2%,-1%,-2%,-4%,-2%,-2%,1%,1%,-1
COc1cc(OC)cc(C(=O)Nc2ccn(C)n2)c1,6%,-3%,2%,·,-2%,9%,-4%,0%,1%,·,3
Cc1c(NS(=O)(=O)c2cccc(C(=O)N3CCC(C)CC3)c2)c(=O)n(-c2ccccc2)n1C,-2%,-5%,1%,·,·,-6%,·,·,-27%,·,·
S=C(Nc1ccccc1Cl)NC1CC2CCCC(C1)N2C1CC1 (configuration not stated),-2%,-2%,-2%,-1%,0%,0%,-1%,-2%,-4%,11µM*,11
CC(C(=O)Nc1ccccc1)N(c1cccc(Cl)c1)S(C)(=O)=O (configuration not stated),-4%,-3%,-5%,3%,-1%,5%,-10%,-1%,-6%,11%,6
CC1(C)N=C(N)NC(Nc2cccc(Br)c2)=N1,3%,-1%,-8%,0%,-1%,8%,-3%,-1%,-8%,-13%,1
COc1ccc(S(=O)(=O)NCC(=O)N(CC2CCCO2)C(C(=O)NC2CCCC2)C(C)C)cc1 (configuration not stated),1%,3%,0%,17%,0%,8%,-1%,-5%,-5%,4%,5
COc1ccc2c(c1)CC(C)C/C2=N\NC(=O)c1ccco1 (configuration not stated),14%,0%,-9%,5%,3%,7%,-5%,0%,-3%,16%,3
O=Cc1c(Sc2ccccc2)nc2ccccn2c1=O,-12%,7%,-8%,-10%,5%,-29%,-8%,2%,-65%,-11%,2
O=C(CSc1nnc(-c2ccncc2)n1-c1ccccc1)NCC1CCCO1 (configuration not stated),14%,0%,2%,·,·,5%,-3%,0%,0%,·,2
S=C(NCCC(c1ccccc1)c1ccccc1)Nc1cccc(Cl)c1,-7%,-1%,-8%,16µM*,2%,-1%,0%,0%,-53%,5µM*,?
CC(C)CC(CO)N1CCN(C(=O)c2ccc(Cl)cc2Cl)CCC1=O (configuration not stated),-1%,0%,0%,-2%,1%,13%,-4%,-4%,-2%,-12%,2
O=C(O)COc1ccc(/C=N/NC(=O)c2ccc(-c3csc(Nc4ccc(Cl)cc4)n3)cc2)cc1,-1%,?,2%,3%,?,17%,14%,?,58%,3%,-1
Cc1ccc(S(=O)(=O)N2CCN(C(=O)COC(=O)CNC(=O)c3ccccc3)CC2)c(C)c1,-2%,0%,-1%,·,2%,1%,1%,-11%,-3%,·,-5
CC(=O)C(Sc1ncnc2sc3c(c12)CCCC3)C(C)=O,-3%,-5%,-5%,16µM*,-14%,?,-3%,-4%,-3%,11µM*,5
Cc1cccc2sc(N(CCCN(C)C)C(=O)c3nc4ccccc4s3)nc12,-3%,-4%,-1%,?,-3%,1%,0%,-2%,18%,?,-2
COc1cccc(Cn2nnc(C(=O)NCc3ccc(F)cc3)c2N)c1,0%,-15%,0%,2%,0%,-1%,0%,1%,7%,?,16

# Entries listed so far containing a COOH group (two):
SMILES,p53 reactivator,Tb PFK inh,ELG1 genotoxic,Gal4-VP16 FLuc,FLuc modulator,ELG1 DNA repair,Rab9 promoter act,NPC1 promoter act,BRCA1 expr up,RORgamma inh,TRPV1 ag
NC(=O)c1ccccc1NC(=O)/C=C/C(=O)O,6%,5%,2%,1%,6%,9%,1%,-2%,17%,28%,-2
O=C(O)COc1ccc(/C=N/NC(=O)c2ccc(-c3csc(Nc4ccc(Cl)cc4)n3)cc2)cc1,-1%,?,2%,3%,?,17%,14%,?,58%,3%,-1

# (listing goes on)
SMILES,p53 reactivator,Tb PFK inh,ELG1 genotoxic,Gal4-VP16 FLuc,FLuc modulator,ELG1 DNA repair,Rab9 promoter act,NPC1 promoter act,BRCA1 expr up,RORgamma inh,TRPV1 ag
O=C(CSc1nnc(COc2ccc(F)cc2)o1)N1CCCCC1,2%,-1%,0%,0%,0%,6%,-3%,2%,-4%,-10%,11
COc1ccccc1C(=O)NC(=O)COc1ccc([N+](=O)[O-])cc1,4%,-3%,0%,·,5%,3%,2%,-1%,-4%,·,?
CCCOc1ccc(C(=O)N2CCCc3ccccc32)cc1,3%,0%,30%,-7%,-5%,2%,0%,7%,1%[1.84 µM],15%,24
Cn1sc(NC(=O)c2cccc(Cl)c2)nc1=O,?,1%,13%,7%,19µM*,?,24%,?,?,13%,1
Cc1ccccc1C(=O)N1CCC(C(=O)O)CC1,-6%,1%,-1%,-3%,2%,7%,-3%,1%,1%,9%,-3
COc1cc(CNCc2ccccn2)ccc1OCc1ccccc1Cl,22%,3%,-4%,?,-16%,-17%,-3%,0%,-21%,14µM*,?
O=C(CN1C(=O)NC2(CCOc3ccccc32)C1=O)c1ccc(F)cc1 (configuration not stated),·,0%,2%,·,-11%,9%,-2%,-1%,14%,·,4
O=S(=O)(c1cccc(-n2cnnn2)c1)N1CCOCC1,-11%,-2%,0%,0%,6%,0%,2%,2%,5%,38%,0
COC(=O)c1sc(NC(=O)CSc2nc3cccnc3n2C2CCCCC2)nc1C,-4%,-4%,3%,-1%,2%,-5%,1%,-2%,-27%,-36%,0
CC1(C)CC(=O)C(N=Nc2ccc(S(=O)(=O)N3CCCCCC3)cc2)=C(O)C1,12%,-1%,-1%,-17%,-9%,6%,8%,3%,-29%,-44%,-2
CN(C)CCNCc1ccc(OC2CCCC2)cc1,-3%,2%,-1%,0%,5%,-5%,3%,3%,1%,9%,5
O=C(Nc1ccc(Br)cc1)C1CC=CCC1C(=O)OCC1CCCO1 (configuration not stated),1%,-1%,-3%,0%,-1%,-3%,0%,-1%,12%,-8%,3
CC(C)CN(C(=O)CC(C)c1ccccc1)c1c(N)n(Cc2ccccc2)c(=O)[nH]c1=O (configuration not stated),8%,0%,4%,·,5%,16%,2%,-2%,-11%,·,0
COC(=O)C1(CO)NC(c2cccs2)C2C(=O)N(c3ccccc3)C(=O)C21 (configuration not stated),-4%,1%,0%,-1%,2%,7%,-10%,2%,-26%,-6%,-1
CC(=O)c1ccc(NC(=O)CCS(=O)(=O)c2ccc3c(c2)n(C)c(=O)c(=O)n3C)cc1,·,-21%,0%,0%,-3%,8%,5%,-5%,-7%,-2%,0
O=C(Nc1ccc(Br)cc1F)C1CCN(c2nnc(-n3cccc3)s2)CC1,7%,0%,0%,-6%,-2%,8%,-2%,2%,-6%,22%,14
CCOc1ccccc1NC1c2ccccc2C(=O)N1c1ccc(C)cn1 (configuration not stated),13%,3%,3%,14%,-1%,-1%,-1%,10%,30%,40%,11
CC(C)N1C(=S)SC(C)(C)C1n1oc(=O)n(-c2cccc(Cl)c2)c1=O (configuration not stated),-2%,0%,0%,5%,1%,-2%,1%,0%,-8%,-15%,1
